XIAP displacement = XIAP antagonists, biochemical, IAP family, fluorescence polarization (AID 1018) | XIAP BIR domain, fluorescence polarization peptide displacement; higher % means a stronger effect | 200,000 tested, 0.007% active | displacement, % at 20 µM; hits with a dose series show IC50 in µM; in the data active = displacement above about 50%; also: a part of the inactive calls stands beside numbers as strong as those of hits
West Nile virus CPE = West Nile virus antiviral activity, cell-based, CPE readout (AID 1621). one-dose CPE inhibition, % at 10 µM; IC50 in µM for titrated hits. West Nile virus-infected cells, CPE inhibition; higher % means a stronger effect. 290,000 tested, 0.02% active; in the data active = a potency from the dose series; inconclusive = CPE inhibition mostly from about 3.7% at the one dose, without a potency; inactive = the rest, 99 in 100 with CPE inhibition below about 2.2%; also: strong numbers were not always called active
K1F lysis inhibition = inhibition of K1F phage lysis, E. coli UTI89, bacterial capsule biogenesis inhibitors, alamar blue (AID 488966); 340,000 tested, 0.02% active; E. coli UTI89 K1F phage lysis, alamar blue, 2 h; higher % means a stronger effect; inhibition, % at 100 µM; hits with a dose series show IC50 in µM;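 active = phage lysis inhibition, versus mean bacterial control, above a set limit; inconclusive = no clear call, values can overlap the other calls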;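 also: capsule biogenesis inhibitors block K1F phage lysis so surviving cells raise fluorescence; higher fluorescence means more inhibition of phage lysis; actives were called in the ten point dose series up to 300 µM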
NS5 inhibitors = Dengue-2 NS5 methyltransferase inhibitors, primary screen, biochemical, confirmation dose response (AID 588689) | Genome polyprotein (Dengue virus type 2 (strain 16681-PDK53)) | Dengue-2 NS5 methyltransferase capping enzyme assay, biochemical; higher % means a stronger effect | inhibition, % at 25 µM, or IC50 in µM where a hit was titrated | 340,000 tested, 0.3% active; in the data active = a potency from the dose series; inconclusive = inhibition above about 29% without an active follow-up result
RSV CPE inhibition = RSV antiviral activity via CPE protection, HEp-2 cells, primary 10 µM value included (AID 2391); CPE inhibition, % at 10 µM, or IC50 in µM where a hit was titrated; 310,000 tested, 0.13% active; HEp-2 cells, RSV-induced CPE inhibition; higher % means a stronger effect; in the data active = a potency from the dose series; inconclusive = CPE inhibition mostly from about 23% at the one dose, without a potency; inactive = the rest, 99 in 100 with CPE inhibition below about 21%; also: strong numbers were not always called active
WT yeast gro inh = growth inhibition of WT strain, primary screen, mitochondrial fusion inhibitor project, WT and mutant strains, chemical genetic; inhibition, % at 10 µM; 190,000 tested, 2.1% active; AID 1362, 2008; mitochondrial fusion phenotypic screen; in the data active = inhibition above about 58%; tested in S. cerevisiae
CSM14.1 death rescue = rescue of cells from ER stress-induced death, primary screen, 384-well, CSM14.1, thapsigargin, ATP luminescence (AID 1222); CSM14.1 thapsigargin-induced death rescue, ATP luminescence; higher % means a stronger effect; cellular ATP content (survival), % at 20 µM; hits with a dose series show EC50 in µM; 190,000 tested, under 10 active;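 active = EC50 below 50 µM in the dose-response confirmation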;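 also: death triggered by thapsigargin at about 15 µM added after 2 h compound pretreatment; cell ATP read after overnight thapsigargin exposure of roughly 18 to 22 hours; normalized against plate controls of thapsigargin alone and 5% DMSO vehicle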
SV40 large T antigen = SV40 large T antigen inhibitors, biochemical (AID 1903) | SV40 large T antigen ATPase/helicase inhibition assay; higher % means a stronger effect | 310,000 tested, 0.39% active | one-dose inhibition, % at 20 µM; IC50 in µM for titrated hits; in the data active = a potency from the dose series; inconclusive = inhibition mostly from about 32% at the one dose, without a potency; inactive = the rest, 99 in 100 with inhibition below about 32%; also: strong numbers were not always called active
Yfh1-depleted yeast = enhancers of respiration in Yfh1-depleted yeast, dose response, Friedreich's ataxia, plus single-dose screen (AID 1465) | one-dose fold induction at 50 µM; EC50 in µM for titrated hits | S. cerevisiae Yfh1-off respiration, WST-1 reduction, 72 h; higher fold induction means a stronger effect | 220,000 tested, 0.074% active;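 active = fold induction of absorbance versus untreated yeast above a set limit, then at least 30% activation at any dose in follow-up; inconclusive = repeats straddling the limit, or above it without dose testing; inactive = fold induction below the set limit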;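 also: activators that raise dye reduction in frataxin-depleted yeast; strong numbers were not always called active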
WT yeast gro inh mutant strain = also measured in WT yeast gro inh; calls as there; inhibition, %; mitochondrial fusion phenotypic screen, mutant strain inhibition
NS5 inhibitors pilot replicate = recorded beside NS5 inhibitors, whose call it bears; inhibition, %; measured here: pilot screen replicate inhibition
* marks the source's active call; other numbers are inactive results; i = inactive; ? = inconclusive; . = not tested or not shown; [ ] = remark or other dose.

SMILES | XIAP displacement | West Nile virus CPE | K1F lysis inhibition | NS5 inhibitors | RSV CPE inhibition | WT yeast gro inh | WT yeast gro inh mutant strain | CSM14.1 death rescue | SV40 large T antigen | Yfh1-depleted yeast | others
Cc1c(C(=O)/C=C/N(C)C)nnn1-c1ccc(Cl)cc1Cl | . | -0.2% | 0.6% | -0.8% | 7.8% | . | . | . | 3.5% | i
COc1ccc(/C=C(/NC(=O)c2ccco2)C(=O)Nc2ccc(C(=O)O)cc2)cc1 | . | -0.3% | 0.1% | -7.4% | 1.9% | . | . | . | 21.8% | .
O=C(O)COc1ccccc1/C=C1\SC(=O)N(Cc2ccc(F)cc2)C1=O | -6.9% | 1.4% | -0.7% | 8.1% | 0.0% | 19.5 | -16.2 | 2.4% | 4.1% | i
S=C(Nc1ccccc1)Nc1ccc(OCc2ccccc2)cc1 | 0.9% | -0.3% | 0.1% | -6.1% | -0.1% | 17.1 | 7.0 | 0.2% | 8.9% | i | NS5 inhibitors pilot replicate=-5.0
COc1ccnc2c1c(=O)n(Cc1ccc(F)cc1)c(=O)n2C | . | 0.0% | -0.1% | -6.2% | 1.0% | . | . | . | 13.7% | .
Cc1cc(C(=O)Nc2ccc(C(=O)O)cc2)c(-c2ccccc2)o1 | -1.9% | -0.1% | -0.1% | 0.0% | 1.8% | 8.9 | 6.2 | -2.0% | 11.2% | i
O=C(Nc1ccc(S(=O)(=O)N2CCCCCC2)cc1)c1ccco1 | -1.8% | -0.3% | 0.2% | -4.0% | 9.9% | 13.8 | 1.7 | . | 4.0% | i
CCC(=O)Nc1cccc(C2=NOC3(C2)C[C@@H](C(N)=O)N(C(=O)c2ccc(OC)cc2)C3)c1 (stereo partly drawn) | . | -0.7% | 0.5% | -2.4% | 0.3% | . | . | . | 26.3% | i
COC(=O)c1ccc(Oc2coc3cc(OCc4cnn(-c5ccccc5)c4)ccc3c2=O)cc1 | -5.4% | 0.1% | 4.4% | 0.0% | -0.7% | -25.0 | -26.4 | -0.8% | -3.2% | i
Cc1csc(NC(=O)c2cc3c(C)nn(Cc4ccccc4Cl)c3s2)n1 | -3.7% | -1.2% | 5.0% | 5.1% | 20.7% | 33.4 | 8.6 | -2.3% | 21.9% | i
COc1cccc(NC(=O)C2CCN(Cc3cnn(-c4ccccc4)c3-n3cccc3)CC2)c1 | -5.6% | 1.4% | 2.2% | 1.9% | ? | 16.2 | 4.2 | 4.0% | 9.4% | i
CC(=O)N1CCN(CC(=O)Nc2ccc([N+](=O)[O-])cc2Br)CC1 | 0.9% | -0.8% | 0.3% | -8.3% | 1.9% | -10.0 | -1.9 | -0.2% | 0.3% | i
COc1ccc(C(=O)NC(C)c2nnc(SCC(=O)NC3=NCCS3)n2C)cc1 (stereo not drawn) | . | -0.1% | 0.9% | -4.5% | 1.3% | . | . | . | -3.1% | .
Cn1c(C(=O)NCC2CCCO2)cc2c(=O)[nH]c3ccccc3c21 (stereo not drawn) | -3.2% | -0.3% | -1.2% | -8.9% | 11.5% | -3.7 | -3.6 | -0.8% | 2.1% | i
COc1ccccc1NC(=S)N1CCN(c2ccccc2F)CC1 | . | -0.6% | -1.7% | -10.1% | -0.3% | . | . | . | 4.8% | .
O=C(O)c1cc(S(=O)(=O)N2CCCC2)ccc1Br | 2.1% | 1.3% | -0.2% | -2.4% | 0.8% | 14.7 | -1.6 | -1.0% | 4.7% | i
Clc1ccc(/C=N\Nc2ccccc2)cc1 | . | 0.0% | -0.6% | 9.9% | . | . | . | . | 21.4% | i
CCCN(CC(=O)Nc1ccccc1OC)C(=O)c1cccc(S(=O)(=O)NCc2ccccc2)c1 | . | . | 0.8%[50 µM] | -3.6% | -1.5% | . | . | . | 12.6% | .
O=C(NCCc1ccc(Cl)cc1)c1ccc2[nH]c(=O)c(=O)[nH]c2c1 | . | 0.0% | 3.3% | 2.7% | 1.7% | . | . | . | 15.8% | .
O=C(CSc1ncc(-c2ccccc2)n1C1CCCC1)N1CCc2ccccc21 | -6.0% | -1.0% | 1.0% | 0.7% | 5.2% | -6.3 | 4.2 | 0.9% | 9.7% | i
COc1ccc(C)cc1NC(=O)CN1C(=O)COc2ccc(S(=O)(=O)N3CCC(C)CC3)cc21 | . | 0.1% | 0.2% | -8.8% | -0.1% | . | . | . | 0.2% | .
COc1ccc(C2C(C(=O)OCC(=O)N3CCCCC3)CCC(=O)N2c2ccc(OC)cc2)cc1 (stereo not drawn) | -0.4% | -1.1% | 0.0% | -11.5% | 0.9% | 1.9 | 8.6 | -0.8% | 2.4% | i
CC(=O)Nc1ccc(NC(=O)COC(=O)c2cnccn2)cc1 | -9.2% | 1.1% | -0.4% | -13.8% | -2.0% | -6.4 | 6.3 | -2.1% | 11.3% | i
COCCNC(=O)/C(C#N)=C/c1cc(C)n(-c2ccc(C)cc2)c1C | -5.4% | -0.6% | -2.4% | 1.5% | 5.7% | 7.5 | -5.8 | 0.0% | 26.1% | i
CCc1cc2c(SCC(=O)Nc3ccc(Cl)cn3)ncnc2s1 | -5.8% | -0.9% | 2.3% | 2.9% | . | -13.7 | 5.0 | -7.9% | 11.9% | i

4 compounds already listed, arranged by heavy-atom count, low to high:
SMILES | XIAP displacement | West Nile virus CPE | K1F lysis inhibition | NS5 inhibitors | RSV CPE inhibition | WT yeast gro inh | WT yeast gro inh mutant strain | CSM14.1 death rescue | SV40 large T antigen | Yfh1-depleted yeast | others
Clc1ccc(/C=N\Nc2ccccc2)cc1 | . | 0.0% | -0.6% | 9.9% | . | . | . | . | 21.4% | i
COc1ccnc2c1c(=O)n(Cc1ccc(F)cc1)c(=O)n2C | . | 0.0% | -0.1% | -6.2% | 1.0% | . | . | . | 13.7% | .
Cn1c(C(=O)NCC2CCCO2)cc2c(=O)[nH]c3ccccc3c21 (stereo not drawn) | -3.2% | -0.3% | -1.2% | -8.9% | 11.5% | -3.7 | -3.6 | -0.8% | 2.1% | i
CCCN(CC(=O)Nc1ccccc1OC)C(=O)c1cccc(S(=O)(=O)NCc2ccccc2)c1 | . | . | 0.8%[50 µM] | -3.6% | -1.5% | . | . | . | 12.6% | .

Continuation:
SMILES | XIAP displacement | West Nile virus CPE | K1F lysis inhibition | NS5 inhibitors | RSV CPE inhibition | WT yeast gro inh | WT yeast gro inh mutant strain | CSM14.1 death rescue | SV40 large T antigen | Yfh1-depleted yeast | others
O=C(c1cc(-c2ccc(Cl)c(Cl)c2)on1)N1CCCCC1 | -26.7% | . | 0.6% | -1.6% | 1.2% | 6.2 | -14.6 | -0.7% | -2.4% | .
S=C1N(c2ccccc2)C(c2ccc(Br)cc2)N2CCCN12 (stereo not drawn) | . | -0.7% | -1.3% | -13.0% | -0.9% | . | . | . | 5.1% | i
Cc1cc(C)c(S(=O)(=O)c2ccccc2)c(OC(=O)c2ccc(Cl)cc2Cl)n1 | -1.8% | . | -2.2% | -4.9% | 0.9% | -6.6 | -3.6 | -1.0% | 8.4% | .
O=C(c1[nH]ncc1-c1ccc(Cl)cc1)C1CO1 (stereo not drawn) | . | 2.0% | . | . | ? | . | . | . | 7.7% | i
CC(=O)N(Cc1cccs1)Cc1cc2ccc(C)c(C)c2nc1Cl | -13.3% | -1.7% | -0.7% | -6.1% | 0.7% | 22.1 | -5.6 | -2.1% | 11.5% | i
COc1c(F)c(F)c(C(=O)O)c(Nc2ccccc2)c1F | -7.3% | 0.5% | -0.7% | 0.8% | 0.5% | 13.8 | 1.0 | 0.0% | 3.5% | i
CC1(C)Cc2c(sc(/N=C/N3CCCCC3)c2C#N)C(C)(C)N1 | -3.8% | -0.6% | 3.2% | 0.7% | -2.5% | 18.2 | 22.3 | -2.3% | 8.6% | i
CSCC[C@H](NC(=O)[C@@H]1Cc2ccccc2CN1)C(=O)NC[C@H]1CC[C@H](C(=O)O)CC1 | . | 0.2% | 0.2% | 1.6% | 0.6% | . | . | . | 4.6% | .
COc1ccc(C(=O)c2cnc3cc4c(cc3c2C)OCO4)cc1 | -3.6% | 0.0% | -0.9% | -11.9% | 12.2% | 16.0 | -6.1 | 0.3% | -2.8% | i
COc1ccc2[nH]c(=O)c(CN(Cc3nnnn3Cc3ccco3)C3CCCCC3)cc2c1 | -5.6% | 0.0% | -0.5% | -8.2% | -2.2% | 0.0 | 9.6 | 0.2% | ? | i
CC(=O)c1cccc(NC(=O)c2cccc(S(=O)(=O)N3CCOCC3)c2)c1 | . | -0.3% | 0.2% | -0.8% | 3.3% | . | . | . | 2.5% | .
O=c1c2ccccc2nc2n1CC/C2=C\c1ccccc1[N+](=O)[O-] | -6.1% | 0.2% | . | . | . | 26.9 | 12.7 | -0.7% | 5.0% | i
COc1ccc(N(CC(=O)N2CCC(C(N)=O)CC2)S(=O)(=O)c2ccccc2)cc1 | . | 0.0% | 0.4% | -2.4% | 2.3% | . | . | . | 26.6% | .
CN(C(=O)C1CCOC1)c1nnc(-c2cccnc2)s1 (stereo not drawn) | 0.3% | -0.2% | -2.2% | -1.6% | 0.9% | 20.6 | 7.0 | . | 7.0% | i
CCOC(=O)N1CCN(Cc2nc(N)nc(Nc3ccc(OCC)cc3)n2)CC1 | -3.8% | -0.1% | 0.9% | -1.6% | 0.3% | 7.8 | 3.6 | 2.5% | 9.2% | i
Cc1ccc(C(C)C)c(OCC(=O)NN=C2CCCC2)c1 | -5.7% | -0.2% | -1.3% | -6.1% | 1.9% | 15.1 | 3.5 | -0.5% | 11.8% | i
COc1cccc(C(=O)NC2CCN(C(=O)N3CCCCC3)CC2)c1 | -6.6% | -0.2% | 0.6% | -2.4% | 0.1% | -4.1 | -17.7 | 1.0% | -0.9% | i
COCC(=O)N(Cc1nc2ccccc2c(=O)[nH]1)Cc1cccs1 | -3.6% | . | 3.5% | 2.4% | 1.5% | 10.2 | 14.0 | -1.2% | 2.2% | .
COc1ccc(CNC(=O)/C(C#N)=C/c2cccc(OC)c2OC)cc1 | . | -0.8% | 1.4% | -36.6% | 0.6% | . | . | . | 12.1% | .
O=C1c2ccccc2N2C(=O)c3ccccc3C2N1Cc1ccco1 (stereo not drawn) | -6.1% | 1.2% | 0.3% | -10.4% | 3.2% | 9.2 | 5.0 | -0.9% | 1.9% | i
CCn1c(C)cc(/C=C2\NC(=O)N(Cc3ccccc3)C2=O)c1C | 2.1% | 0.4% | -0.1% | 14.8% | 2.1% | 18.7 | 24.6 | -5.4% | 24.7% | i
O=C1Cc2cc(NS(=O)(=O)c3ccc(Cl)cc3)cc3c2N1CCC3 | . | . | -0.2%[50 µM] | -3.6% | -0.9% | . | . | . | 11.0% | .
Cc1ccnc(SCC(=O)N2CCN(c3cccc(Cl)c3)CC2)n1 | -2.8% | -0.1% | 0.2% | 3.2% | 4.5% | -0.8 | -5.2 | -3.3% | 4.0% | i
